From PubChem
EBNA-1 inh = blocks EBNA-1 binding to DNA; inhibition, % at 14.8 µM; EBNA-1 DNA binding, fluorescence polarization; hit rate 0.34% among 300,000; AID 1950; in the data active means inhibition above about 28%
PAFAH1B3 FP inh = blocks human PAF acetylhydrolase 1B catalytic subunit 3. Q15102. inhibition, % at 3.39 µM. AID 492972. recombinant PAFAH1B3, FP-rhodamine probe, fluorescence polarization. hit rate 0.28% among 340,000;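 active means inhibition above the screen-wide average of all tested compounds plus 3 SD, cut at about 25% in these data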;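 further: 0% = enzyme with DMSO only and 100% = wells lacking PAFAH1B3 protein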
PREPL inhibitor = human PREPL enzyme inhibition | Q4J6C6 | recombinant PREPL, fluorescence polarization activity-based probe | inhibition, % at 5.96 µM | hit rate 0.68% among 320,000; in the data active means inhibition above about 43%;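 further: 0% = enzyme with DMSO and 100% = wells lacking enzyme; many of its hits are not listed in these tables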
Target sequence (Q4J6C6 whole entry, looked up): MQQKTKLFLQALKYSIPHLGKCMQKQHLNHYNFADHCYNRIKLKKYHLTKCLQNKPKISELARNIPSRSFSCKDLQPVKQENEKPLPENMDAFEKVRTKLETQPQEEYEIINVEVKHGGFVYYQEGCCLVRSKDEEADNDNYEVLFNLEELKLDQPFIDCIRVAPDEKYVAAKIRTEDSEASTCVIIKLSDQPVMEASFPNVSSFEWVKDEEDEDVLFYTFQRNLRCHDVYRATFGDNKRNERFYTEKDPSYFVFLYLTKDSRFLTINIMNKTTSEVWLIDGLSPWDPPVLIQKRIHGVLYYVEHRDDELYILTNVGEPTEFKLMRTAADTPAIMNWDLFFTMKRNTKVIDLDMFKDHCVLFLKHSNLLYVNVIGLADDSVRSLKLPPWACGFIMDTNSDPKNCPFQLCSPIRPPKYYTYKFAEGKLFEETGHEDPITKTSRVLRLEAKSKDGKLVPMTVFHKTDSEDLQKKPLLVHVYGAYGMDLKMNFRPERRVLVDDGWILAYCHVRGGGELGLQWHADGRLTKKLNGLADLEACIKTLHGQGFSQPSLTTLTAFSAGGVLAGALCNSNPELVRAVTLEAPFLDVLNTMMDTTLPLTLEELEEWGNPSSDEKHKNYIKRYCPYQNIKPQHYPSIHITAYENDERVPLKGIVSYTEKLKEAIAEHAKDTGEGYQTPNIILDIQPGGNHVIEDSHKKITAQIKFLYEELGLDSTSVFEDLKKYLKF
PAFAH1B2 FP inh = PAFAH1B2 (human) inhibition. P68402. recombinant PAFAH1B2, FP-rhodamine activity probe, fluorescence polarization. inhibition, % at 3.39 µM. hit rate 1.2% among 340,000. AID 492953;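 active means inhibition above the mean of all tested compounds plus 3 SD, cut at about 24% in these data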;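 further: 0% = enzyme with DMSO and 100% = wells lacking PAFAH1B2; many of its hits are not listed in these tables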
ZTA DNA inh = blocks Epstein-Barr virus ZTA, an EBNA-1 counter-screen | AID 2234 | ZTA-DNA binding, fluorescence polarization | inhibition, % at 11 µM | hit rate 0.15% among 320,000 | P03206; in the data active means inhibition above about 33%
Target sequence (P03206 whole entry, looked up): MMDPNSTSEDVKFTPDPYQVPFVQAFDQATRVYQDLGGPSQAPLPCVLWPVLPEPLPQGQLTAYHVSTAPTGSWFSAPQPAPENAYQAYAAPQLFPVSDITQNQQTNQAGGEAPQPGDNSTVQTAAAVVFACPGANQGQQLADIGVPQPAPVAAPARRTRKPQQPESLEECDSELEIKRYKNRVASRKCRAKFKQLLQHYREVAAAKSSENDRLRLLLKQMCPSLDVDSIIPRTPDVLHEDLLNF
LYPLA1 inh = blocks human lysophospholipase 1, a PME1 counter-screen; O75608; recombinant LYPLA1, FP-Rh probe fluorescence polarization; inhibition, % at 5.9 µM; hit rate 0.16% among 320,000;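 active means inhibition above the mean of all tested compounds plus 3 SD, set per campaign, cut at about 14% in these data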;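 further: inhibitors block serine hydrolase probe labeling of LYPLA1 so polarization falls; 0% = enzyme with DMSO and 100% = wells lacking LYPLA1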
pPAFAH inh = inhibitors of human plasma PAF acetylhydrolase (pPAFAH); Q13093; recombinant pPAFAH, FP-rhodamine probe fluorescence polarization; inhibition, % at 3.39 µM; hit rate 1.5% among 330,000;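 active means inhibition above the mean inhibition across the screen plus 3 SD, cut at about 25% in these data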;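 further: inhibitors block binding of the rhodamine activity-based probe so polarization drops; 0% = enzyme with DMSO and 100% = wells lacking pPAFAH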
LYPLA2 counter = counter-screen for PME1 inhibitors: inhibitors of human LYPLA2 | recombinant LYPLA2, FP-Rh probe fluorescence polarization | inhibition, % at 5.9 µM | hit rate 0.38% among 320,000;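 active means inhibition above the screen-wide mean plus 3 SD, limit set per campaign, cut at about 26% in these data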;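 further: 0% = LYPLA2 with DMSO and 100% = wells lacking LYPLA2 enzyme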
PAFAH2 FP inh = inhibitors of human PAFAH2 | Q99487 | recombinant PAFAH2, FP-rhodamine activity probe, fluorescence polarization | inhibition, % at 3.39 µM | hit rate 0.99% among 340,000;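 active means inhibition above the mean over all tested compounds plus 3 SD, cut at about 30% in these data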;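 further: inhibitors block probe labeling of enzyme so polarization drops; 0% = enzyme with DMSO and 100% = wells lacking PAFAH2 protein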
* marks the source's active call; other numbers are inactive results; . = not tested or not shown. This is a subset. The share of hits here may be higher or lower than overall.

SMILES	EBNA-1 inh	PAFAH1B3 FP inh	PREPL inhibitor	PAFAH1B2 FP inh	ZTA DNA inh	LYPLA1 inh	pPAFAH inh	LYPLA2 counter	PAFAH2 FP inh
CCCOc1ccc(C(=O)N(Cc2cccs2)C2CCS(=O)(=O)C2)cc1 (configuration not stated)	-7.3	3.5	9.7	-0.3	-9.9	0.0	-3.6	-7.3	0.6
Clc1ccc(COc2ccccc2-c2ccnc3ncnn23)cc1	-8.8	11.7	-0.2	-3.0	4.2	-0.8	-8.2	-1.9	6.5
COc1ccccc1C(=O)NCCn1cc(SCC(=O)Nc2cc(C)on2)c2ccccc21	4.9	-0.6	7.7	5.4	1.1	-8.3	3.1	-12.5	8.4
Cc1nc2ccc(NC(=O)COc3cccc(F)c3)cc2s1	1.0	1.6	-2.4	6.0	-8.6	-2.4	4.6	1.7	1.5
O=S(=O)(Nc1nc2ccccc2nc1N1CCN(c2ccccc2F)CC1)c1ccc(Cl)cc1	-5.3	7.0	-6.4	3.5	-15.6	0.3	7.3	5.9	16.1
CCOC(=O)N1CCN(C(=O)c2ccc(Cn3c(=S)[nH]c4cc5c(cc4c3=O)OCO5)cc2)CC1	3.3	7.2	4.6	4.3	-16.1	2.9	4.9	1.4	-0.8
COC(=O)C1=C(COc2ccccc2)NC(=O)NC1c1ccc(Br)cc1 (configuration not stated)	14.1	-0.5	-8.0	5.2	0.9	-1.1	3.2	-3.9	1.1
CC(=O)c1cccc(NC(=O)CSc2nc(=O)n(CCN3CCOCC3)c3c2CCCC3)c1	-3.9	12.3	1.0	5.4	-15.1	2.8	-0.9	8.8	6.4
C=CCN1C2CCCC1CC(NC(=S)Nc1ccc(Cl)cc1)C2 (configuration not stated)	-6.3	4.7	11.6	-2.7	0.4	5.2	-0.6	-7.0	2.8
COc1ccc(NC(=S)NC(=O)c2ccccc2Cl)cc1	3.5	5.4	-7.6	1.4	9.8	-1.3	1.7	-2.6	1.8
S=c1[nH]c(-c2ccccc2)cn1/N=C/c1cccs1	7.1	1.1	13.3	1.4	5.8	1.4	5.5	4.8	-2.1
O=C(NC1CCN(C(=S)Nc2ccccc2Cl)CC1)C1CCCCC1	-2.5	0.9	22.9	-0.7	2.2	0.1	-3.0	0.8	-1.9

The last 2 compounds of the part above are carried over, then new ones follow:
SMILES	EBNA-1 inh	PAFAH1B3 FP inh	PREPL inhibitor	PAFAH1B2 FP inh	ZTA DNA inh	LYPLA1 inh	pPAFAH inh	LYPLA2 counter	PAFAH2 FP inh
S=c1[nH]c(-c2ccccc2)cn1/N=C/c1cccs1	7.1	1.1	13.3	1.4	5.8	1.4	5.5	4.8	-2.1
O=C(NC1CCN(C(=S)Nc2ccccc2Cl)CC1)C1CCCCC1	-2.5	0.9	22.9	-0.7	2.2	0.1	-3.0	0.8	-1.9
Cc1c(NC(=O)/C(C#N)=C/c2ccccc2)c(=O)n(-c2ccccc2)n1C	8.5	6.6	6.8	-0.7	-6.2	1.3	3.2	14.1	-3.5
COc1cc(NS(=O)(=O)c2c(C)[nH]c(C)c2C(=O)N2CCCC2)cc(OC)c1OC	3.6	1.4	7.7	-3.4	0.2	0.9	6.5	7.3	5.5
O=C(O)CCCCC1SCC2NC(=O)NC21 (configuration not stated)	5.8	8.6	5.9	2.4	-6.6	-1.1	1.7	1.4	5.1
CCN(CC)CCNc1nc(-n2nc(C)cc2C)nc2sc3c(c12)CC(C)(C)OC3	-4.9	13.0	13.9	5.9	-10.5	-0.1	-1.8	0.0	2.6
COCCN1C=C2C(=O)C(C)(OC(=O)CCc3ccccc3)C(=O)C=C2C=C1c1ccc(C#N)cc1 (configuration not stated)	5.9	0.8	4.8	-1.8	4.5	0.6	4.6	5.7	6.2
Cc1ccc(OCCOC(=O)C2CCN(S(=O)(=O)c3ccc(C)c(C)c3)CC2)cc1	-1.5	9.9	-22.0	7.4	11.4	-2.1	4.7	1.6	8.9
Cc1ccccc1CN1CCN(CC(=O)NCCCN2CCN(c3ccc(F)cc3)CC2)C1=O	-0.2	-1.2	9.8	-1.4	6.6	-3.8	4.5	-3.1	2.8
CCCN1CCC(N(C)CCc2ccc(OC)c(OC)c2)CC1	-0.8	1.3	7.7	1.1	6.8	1.4	0.4	2.4	4.8
C=CCOc1ccccc1/C=c1\sc2nc(-c3oc4ccccc4c3C)nn2c1=O	6.9	.	-4.2	.	-0.1	-1.3	1.0	4.1	.
CCCCCCOC(=O)C(C#N)c1nc2ccccc2nc1N1CCOCC1 (configuration not stated)	-5.0	11.6	14.1	1.2	1.9	1.0	-2.0	-0.8	5.1
COc1cc(Nc2cccc[n+]2C)cc(OC)c1OC	0.3	4.0	1.5	4.8	-1.9	1.1	-0.4	6.9	14.7
CC(C)(C)NC(=O)COC(=O)Cc1ccc(Cl)cc1	-8.6	7.3	9.4	5.9	-22.1	-2.6	10.0	-1.9	4.3
COc1cc(-c2noc(C)c2C(=O)NCc2ccc3c(c2)OCO3)cc(OC)c1OC	.	0.9	6.2	1.2	.	.	2.0	.	-3.5
Cc1ccc(NS(=O)(=O)c2cc(C(=O)NCc3ccccn3)ccc2Cl)cc1	-2.2	-2.0	-0.8	2.5	-12.5	1.2	11.3	-0.6	5.2
Cc1cc(NC(=O)c2ccc3c(c2)C(=O)N(C2CCCCC2)C3=O)no1	1.0	0.9	-15.6	-1.5	4.5	-0.8	6.6	1.4	3.0
Cc1nc(N2CCN(C(=O)c3ccco3)CC2)c(C#N)c2c1CCCC2	3.6	7.0	6.3	5.2	6.6	0.8	11.6	-3.4	5.8
CCOC(=O)CCCSc1nc2sc3c(c2c(=O)[nH]1)CCC3	-6.9	3.4	4.6	2.6	-3.8	-0.1	-3.4	-3.5	4.4
COc1ccc(NCc2nnc(SCC(=O)NCc3ccccc3)n2-c2ccccc2OC)cc1	-12.1	4.1	6.9	0.5	4.8	0.7	-1.6	1.5	8.7
O=C(NCc1ccccc1)N1CCC(Cc2ccccc2)CC1	2.8	-2.1	-10.6	10.2	-8.3	-0.8	4.9	-0.7	-1.8
COc1cccc(-c2noc(CCC(=O)Nc3cccnc3)n2)c1	-6.7	-0.5	-1.4	7.0	-11.4	-0.1	4.6	-4.5	-7.4
O=C(Nc1c(-c2ccccc2)nc2ccccn12)c1ccco1	-6.1	10.7	9.7	3.4	-8.0	-4.5	-2.9	2.9	5.8
CN(NC(=O)Nc1ccc(Cl)cc1)c1c(Cl)c(Cl)nn1C	8.7	1.3	-1.0	2.2	-9.4	-1.9	-1.2	9.1	-6.7
Cc1c([N+](=O)[O-])c([N+](=O)[O-])nn1CC(=O)N1CCOCC1	-3.4	-7.9	2.8	5.2	-2.3	2.9	6.6	2.2	-1.6
CCNc1nc(NC(C)C)nc(OCCOC(=O)c2ccccc2)n1	10.2	7.2	-1.9	5.7	0.8	0.0	7.3	2.2	0.1
CNc1nc(N/N=C/c2cc3c(cc2[N+](=O)[O-])OCO3)nc(Nc2ccccc2)n1	-17.4	4.0	13.5	8.7	5.0	1.4	12.6	0.3	14.2
COc1ccc(-c2n[nH]c(C)c2-c2ccc(Cl)cc2)c(O)c1	25.4	9.8	-5.2	6.9	-7.2	-9.0	17.6	-1.7	-4.1
COc1ccc(C(=O)NCC(c2cccnc2)N2CCN(c3ccccc3)CC2)cc1OC (configuration not stated)	-13.9	11.7	-11.1	-0.7	-8.1	-2.2	1.9	-0.5	2.5
COc1ccc(Cc2nn3c(-c4ccccc4Br)nnc3s2)cc1	15.0	-3.2	6.0	-2.2	3.6	2.4	5.6	12.2	1.7
O=C(O)c1ccc2c(c1)ncn2C1CCCC1	-3.7	3.8	5.0	13.8	-10.1	-1.5	1.8	0.8	7.4
CCOC(=O)c1ccc(N2C(=O)CC(N3CCN(C(=O)c4ccccc4)CC3)C2=O)cc1 (configuration not stated)	1.0	1.5	2.4	-0.8	-11.7	-0.3	2.9	-0.9	-7.5
Cc1cccc(-c2nc(CS(=O)CC(=O)NCc3cccs3)c(C)o2)c1 (configuration not stated)	3.1	-4.6	-7.0	-1.4	-6.4	4.2	6.0	2.1	-1.2
C[C@H](CO)N1C[C@H](C)[C@@H](CN(C)C(=O)Nc2ccc3c(c2)OCO3)Oc2c(NC(=O)Nc3ccccc3)cccc2C1=O	.	8.3	14.7	6.8	.	.	3.1	.	0.7
CCOC(=O)C1CCCc2c1[nH]c1ccc(Cl)cc21 (configuration not stated)	1.9	.	7.5	.	-7.8	-2.0	7.2	2.5	.
O=C(NNC(=O)c1ccccc1F)C1=NN(c2ccccc2)C(=O)CC1	-11.5	6.9	3.9	-1.3	-3.9	-2.7	-2.2	7.4	1.2
Cc1ccc(N(C(=O)CNC(=O)c2ccco2)C(C(=O)NC2CCCC2)c2cccnc2)c(C)c1 (configuration not stated)	3.9	-5.9	-0.9	-1.3	-0.5	0.1	4.3	2.5	-3.2
COc1ccc(NC(=O)COC(=O)CCC(=O)c2cccs2)cc1OC	.	3.9	6.4	2.7	-14.6	2.3	4.2	1.1	-1.7
COCCC1CCCCN1C(=O)c1cccc(OC2CCN(C3CCCC3)CC2)c1 (configuration not stated)	6.5	0.9	3.9	4.4	0.7	-0.9	2.0	-3.6	5.9
CCOc1ccc(CN(C)C(=O)c2cccc(S(=O)(=O)N3CCCC3)c2)cc1OC	.	11.2	8.4	5.0	2.2	-0.3	-0.9	3.0	6.0
COc1cc(OC)cc(C(=O)/C=C2\Sc3ccccc3N2C)c1	-2.4	6.1	13.5	7.9	2.8	-2.3	2.8	-1.3	-0.2
COC(=O)COc1ccc(/C=C2/SC(=O)N(CC(=O)N3CCCC3)C2=O)cc1Br	0.4	5.8	-5.0	4.6	6.2	9.6	-0.2	9.0	-15.6
CCN(CC)C(=O)CS(=O)CC(=O)Nc1cc(OCCOC)c(Cl)cc1Cl (configuration not stated)	-15.1	7.4	4.5	4.2	5.3	-2.4	-6.5	-10.6	-2.3
O=Cc1ccccc1-n1cccn1	-5.3	6.0	-0.8	1.0	2.2	0.5	1.7	-1.7	-4.7
CCCC(=O)Nc1ccc2c(c1)C(=O)N(CCC(=O)O)C2=O	5.3	1.6	22.9	1.3	-8.5	1.1	2.1	5.5	2.8
CCCN1CNC(=S)N(CC2CCCO2)C1 (configuration not stated)	-6.5	2.9	-6.5	1.9	-8.0	-0.9	-0.1	-4.3	-1.7
CCCOC(=O)CSC1=C(C#N)C(c2ccccc2OC)C(C#N)C(=O)N1 (configuration not stated)	6.9	5.9	-6.8	6.9	-5.8	1.6	1.0	0.2	-2.9
O=[N+]([O-])c1ccc(C[n+]2cccc3ccc4cccnc4c32)cc1	3.0	1.0	24.7	2.5	6.4	2.9	0.5	1.7	-1.2
O=C(COc1coc(CN2CCN(c3ccccc3)CC2)cc1=O)NC1CCCCC1	-0.5	-0.4	9.6	9.7	-5.7	-0.3	-4.9	-5.7	3.0
Cc1ccccc1Oc1cc(NC(=O)CCCn2nc(C)c([N+](=O)[O-])c2C)cc([N+](=O)[O-])c1	-0.1	-9.0	-6.2	-4.0	-2.1	-21.8	-1.1	-32.2	1.8
COC(=O)CCN(Cc1ccccc1)S(=O)(=O)c1ccccc1Br	.	0.9	.	3.1	.	.	6.0	.	-4.6
Cc1ccc(CNC(=O)Cn2c(=O)c3sccc3n(Cc3cccc([N+](=O)[O-])c3)c2=O)cc1	20.1	.	3.2	.	0.6	-1.6	0.9	1.0	.
CN1C(=O)/C(=C/c2cccc([N+](=O)[O-])c2)C(=O)N1c1ccccc1	-9.9	13.1	8.5	3.8	-1.6	5.0	6.9	-3.9	14.5
CCOC(=O)C(=O)NC12CC3CC(CC(C3)C1)C2	0.7	2.2	-4.8	15.9	7.8	0.1	2.8	4.5	2.1
